Screens as filed in PubChem BioAssay.
DT40 TDP1 CPT: DT40-hTDP1 cell growth loss with CPT; chicken DT40 Tdp1-/-;hTDP1 cells + 20 nM CPT, ATP luminescence, 48 h; Potency, µM (highest dose often 46.2 µM), for inactives: top-dose activity change, negative = growth inhibition, usual class: inhibitors; hit rate 12% among 420,000; AID 686979; active = well fitted inhibition curve with a large enough effect; inconclusive = small, poorly fitted or top-dose-only effect; also: nearly all actives have a fitted effect of over 55% in size
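Chicken DT40 Tdp1-/- cells complemented with human TDP1, 400 cells/well, exposed to compounds plus 20 nM camptothecin for at least 48 h at 37 C; viability read as ATP content by CellTiter-Glo luminescence.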
An asterisk follows results filed as active; ? = inconclusive; [ ] = another dose, or the depositor's remark. % is scaled to controls: 0 for no effect and ±100 for the full control effect; potency is read from the fitted curve at half-maximal effect.

SMILES	DT40 TDP1 CPT
OCC[C@@H]1C[C@H](O)[C@@H](O)[C@]2(OCCc3cc(Cl)ccc32)O1	-14%
CC(C)C1C(=O)N(Cc2cn(Cc3ccco3)nn2)CCS(=O)(=O)N1Cc1ccc(-c2ccccc2)cc1 (stereo not given)	?
CCC1CN(CCNC(=O)c2scc3c2OCCO3)Cc2cc(OC)ccc2O1 (stereo not given)	5%[9.04 µM]
C[C@@H]1CN([C@@H](C)CO)C(=O)c2cc(Br)cnc2O[C@H]1CN(C)C(=O)c1ccncc1	3%
C[C@@H]1CCCCO[C@H](CN(C)C(=O)Nc2ccc3c(c2)OCO3)[C@@H](C)CN([C@H](C)CO)C(=O)c2cc(NS(=O)(=O)c3ccc(F)cc3)ccc2O1	?
Cc1ccc(-c2ccc(CN3C(C)C(=O)N(Cc4cn(Cc5ccco5)nn4)CCS3(=O)=O)cc2)cc1 (stereo not given)	?
COCC(=O)Nc1ccc2c(c1)[C@@H]1C[C@H](CC(=O)OC)O[C@H](CO)[C@@H]1O2	19%
COc1ccc(CNC(=O)C2(C)Cc3c(-c4ccc5c(c4)OCO5)ccnc3O2)cc1OC (stereo not given)	?
CC1(C(=O)NCc2cccnc2)CCN1C(=O)Cc1cccs1 (stereo not given)	0%
COCCCNC(=O)c1ccc(-c2c(C)noc2C)c2ccoc12	?
O=C(O)C(=Cc1ccncc1)c1cccc2ccccc12	-4%
COC(=O)c1ccc(CN2CCOc3ccc(C(O)c4cccnc4)cc3C2)cc1 (stereo not given)	3%[9.04 µM]
CCN(CC)C(=O)C1=C(C)N(CCCOC)C(=O)C(CC(=O)NCc2cccs2)C1 (stereo not given)	2%
CCc1nc2ccc(C(=O)NCc3ccc(OC)cc3)cn2c1N(CC)CCOC	15µM*
COc1ccc(NC(=O)N(C)C[C@H]2OCCCC[C@H](C)Oc3ccc(NS(=O)(=O)c4cn(C)cn4)cc3C(=O)N([C@H](C)CO)C[C@@H]2C)cc1	10%
CN1CCN(c2ccc(CNC[C@H]3O[C@@H](n4cnc5c(=O)[nH]c(N)nc54)[C@H](O)[C@@H]3O)c(F)c2)CC1	2%
CN(C)c1ccc(CC(=O)N2CCCCC2c2cc(C(=O)Nc3ccccc3Cl)no2)cc1 (stereo not given)	-110%
Cc1cccc(C)c1NC(=O)C(c1ccnc2ccccc12)N1CCN(CCN(C)C)CC1 (stereo not given)	4.6µM*
COCC(=O)N(C)C[C@@H]1Oc2ncc(Br)cc2C(=O)N([C@@H](C)CO)C[C@H]1C	14%
O=C(c1ccc2c(c1)OCO2)N1CCOc2ccc(CN3CCC(Oc4cccnc4)CC3)cc2C1	-1%[9.04 µM]
CCOC(=O)N1CCN(C(=O)C[C@@H]2C[C@@]3(C(=O)OC)CC(C)(C)CC=C3N(Cc3cccc4ccccc34)C2=O)CC1	16µM*
CCCc1nc2c3ccccc3ccn2c1Cc1ccc(C)cc1	21µM*
CCc1nc2ccc(C(=O)NCCCN(C)C)cn2c1N(C)Cc1ccc(OC)cc1	?
COC(=O)[C@@]12C[C@@H](CC(=O)N3CCC(c4ccccc4)CC3)C(=O)N(CCc3ccc(OC)c(OC)c3)C1=CCC(C)(C)C2	?
COc1cccc(C(C)(O)c2nc(-c3ccc4c(c3)OCO4)cs2)c1 (stereo not given)	15µM*

Part of the list above in another layout.
Structure | DT40 TDP1 CPT
COc1ccc(CNC(=O)C2(C)Cc3c(-c4ccc5c(c4)OCO5)ccnc3O2)cc1OC (stereo not given) | ?
CC1(C(=O)NCc2cccnc2)CCN1C(=O)Cc1cccs1 (stereo not given) | 0%
COCCCNC(=O)c1ccc(-c2c(C)noc2C)c2ccoc12 | ?
O=C(O)C(=Cc1ccncc1)c1cccc2ccccc12 | -4%
COC(=O)c1ccc(CN2CCOc3ccc(C(O)c4cccnc4)cc3C2)cc1 (stereo not given) | 3%[9.04 µM]
CCN(CC)C(=O)C1=C(C)N(CCCOC)C(=O)C(CC(=O)NCc2cccs2)C1 (stereo not given) | 2%
CCc1nc2ccc(C(=O)NCc3ccc(OC)cc3)cn2c1N(CC)CCOC | 15µM*

Going on with the list:
SMILES	DT40 TDP1 CPT
C[C@@H]1CN([C@@H](C)CO)C(=O)CCCn2nncc2CO[C@@H]1CN(C)C(=O)CCC(F)(F)F	-11%
CSc1nc(S(=O)(=O)c2ccc(C)cc2)c(N2CCOCC2)s1	-11%
C[C@H]1CN([C@@H](C)CO)C(=O)CCCn2cc(nn2)CO[C@@H]1CN(C)S(=O)(=O)c1ccccc1C#N	1%
CC(=O)c1ccc(S(=O)(=O)N2CCN(c3ccnc4cc(Cl)ccc34)CC2)cc1	8.2µM*
Cc1cnc(-n2ncc(C(=O)NCC(C)(C)N3CCOCC3)c2C(C)C)nc1-c1ccc(F)cc1	5%
CC(C)(C)NC(=O)CN(C(=O)CCC(=O)Nc1nccs1)c1ccccc1F	-12%
O=C(NCc1ccc(Cl)cc1)N1CCN(C(=O)c2ccccc2)CC1	-23%
Cn1c(=O)[nH]c(=O)c2c1nc(Br)n2Cc1ccc(Cl)cc1	?
Cc1cc(C(=O)Nc2ccccc2-c2nc(CNC(=O)c3ccc(F)cc3F)c(C)o2)c(C)o1	-3%[9.04 µM]
CC(Nc1nc(-c2cccnc2)nc2ccccc12)c1ccccc1 (stereo not given)	?
CCCCCCn1cc(CN2CC(N3CCCCC3)CS2(=O)=O)nn1 (stereo not given)	-5%
COc1ccc(C(O)c2nc(-c3cccc(O)c3)cs2)cc1 (stereo not given)	?
Cc1cc(N2CCN(C(C(=O)NC3CCCC3)C(C)(C)C)CC2)c2ccccc2n1 (stereo not given)	?
CCCCCCN1C[C@H](n2cc(C3CC3)nn2)[C@@H](O)C[C@@H]1c1ccc(Cl)cc1	?
Cc1ccc(CN2CC(N3CCCC3)CS2(=O)=O)cc1 (stereo not given)	-21%
Cc1ccc(C(O)c2ncc(-c3ccc(Cl)cc3)[nH]2)c(C)c1 (stereo not given)	?
COc1ccc(OC(=O)N(C)C[C@H]2OCc3cn(nn3)CCCC(=O)N([C@H](C)CO)C[C@@H]2C)cc1	1%
OC1(c2cccnc2)CCN(Cc2ccc3c(c2)CN(Cc2ccc(F)c(F)c2)CCO3)CC1	-6%[9.04 µM]
O=C(NCc1ccco1)c1ccc2nc([C@@H]3O[C@H](CO)[C@H](O)[C@H](O)[C@H]3O)[nH]c2c1	9%
O=C(OC1C[C@H]2CC[C@@H](C1)[N+]21CCCC1)C(O)(c1ccccc1)c1ccccc1 (stereo not given in full)	12%
CCCCCCCCN1C(=O)[C@H](CC(=O)NCc2ccc(OC)c(OC)c2)C[C@@]2(C(=O)OC)CC(C)(C)CC=C12	18µM*
FC(F)(F)Oc1ccccc1C(c1nnnn1C1CCCCC1)N1CCN(C/C=C/c2ccccc2)CC1 (stereo not given)	18µM*
CCc1c(-c2ccc(Br)cc2)ncn1Cc1cccc(-c2ccccc2)c1	7.3µM*
Clc1cccc(CNc2ccn3nc(-c4ccccc4Cl)cc3n2)c1	?
Cc1cnc(-c2nc3ccccc3n2C(C(=O)NC(C)(C)C)c2ccncc2)cn1 (stereo not given)	-13%
SMILES	DT40 TDP1 CPT
Nc1ccn([C@@H]2O[C@H](CNC(=O)[C@H]3CCC(=O)N3)[C@@H](O)[C@H]2O)c(=O)n1	11%
CC(=O)OCCn1c([N+](=O)[O-])cnc1C=[N+]([O-])C1CCCCC1	-6%
CC(=O)c1ccc(Nc2nc(C(N)C(C)C)cs2)cc1 (stereo not given)	?
Cn1cncc1C#Cc1ccc(N2C(c3ccsc3)=Cc3ccc(F)cc3C2c2c[nH]c3ccccc23)cc1 (stereo not given)	?
CC1(C(=O)NS(=O)(=O)c2ccc(C#N)cc2)CCN1C(=O)Cc1ccc(-c2ccccc2)cc1 (stereo not given)	1%
CCOC(=O)C1=CCC(c2cccs2)N(S(=O)(=O)c2ccc(C)cc2)C1 (stereo not given)	?
Cc1cc(C)n2c(Nc3ccc4c(c3)OCCO4)c(C3CC3)nc2n1	?
Cn1ccc2c(/C=C/c3ccc(F)cc3)cc3c(c21)C1CCC3C1 (stereo not given)	-16%
CCNC(=O)C1CCCN(C(=O)c2ccccc2F)CC1 (stereo not given)	-6%
O=C(NCc1ccncc1)c1ccc(-c2ccc(F)c(F)c2)c2ccoc12	4.1µM*
c1ccc(COc2cccc(-c3cc4nc(NCCN5CCOCC5)ccn4n3)c2)cc1	26µM*
CC(=O)N/N=C/c1ccc([N+](=O)[O-])o1	?
CC(=O)Nc1cccc(-c2nc3ccccc3n2C(C(=O)NC(C)(C)C)C2CC2)c1 (stereo not given)	23%
COc1cc(C(O)c2nc(-c3cccc4cccnc34)cs2)ccc1F (stereo not given)	?
Nc1ccc(S(=O)(=O)Nc2nc(-c3ccccc3)cc(-c3ccccc3O)n2)cc1	-24%
COc1cc(OC)c(OC)cc1CN1CCC(n2cc(C(=O)N3CCCCC3)nn2)CC1	8%[9.04 µM]
O=C(NCCN1CCC(n2c(=O)[nH]c3ccccc32)CC1)c1ccc(Cl)cc1Cl	?
CC1(Oc2cccnc2Cl)CCN(Cc2ccc(OC(F)(F)F)cc2)C1 (stereo not given)	21µM*
CCCC(=O)N1CCC1(C)C(=O)NS(=O)(=O)c1ccc(OC)cc1 (stereo not given)	?
O=C(NCC1CC1)c1ccc(-c2cn[nH]c2)c2ccoc12	?
O[C@@H]1CN(CC2CCCCC2)[C@@H](c2ccc(Cl)cc2)C[C@H]1n1cc(C2CC2)nn1	?
O=C(C[C@@H]1C[C@H]2c3cc(NC(=O)Nc4ccccc4F)ccc3O[C@H]2[C@H](CO)O1)NCC(F)(F)F	-2%
COc1ccc(-n2c(CNC(=O)c3ccc(OC)cc3OC)nnc2SC)cc1	16%[9.04 µM]
CCCCn1nnnc1C1(C)CCC(=O)N1Cc1ccc(OC)cc1 (stereo not given)	-11%
CC1(C(=O)NS(=O)(=O)c2cccc(Cl)c2)CCN1C(=O)c1cccc2ccccc12 (stereo not given)	-1%
SMILES	DT40 TDP1 CPT
CC1COc2c3ccccc3nn21 (stereo not given)	-5%
O=C(Cc1cccc([N+](=O)[O-])c1)Nc1ccccc1	5%
CC(CCc1ccc(O)cc1)N1CCOc2c(O)cc(-c3nc4ccccc4s3)cc2C1 (stereo not given)	18µM*
O=C(c1ccc2c(c1)OCO2)N(Cc1cc2cc3c(cc2nc1N1CCOCC1)CCC3)CC1CCCO1 (stereo not given)	25%
O=c1[nH]c2cc([N+](=O)[O-])cc(Cl)c2c2ccccc12	?
c1ccc(COc2ccc(-c3cc4nc(NCCOc5ccccc5)ccn4n3)cc2)cc1	23µM*
Cn1c(=O)c2cc(NC(=O)NCCc3cccs3)ccc2n1Cc1cccc(C(F)(F)F)c1	?
CCOC(=O)C1=CCN(S(=O)(=O)c2ccc(Br)cc2)C1c1ccccc1 (stereo not given)	-26%
Cc1[nH]c2ccccc2c1C(=O)C(=O)NCc1nnnn1-c1ccc(F)c(F)c1	-18%
COc1ccc(NC(=O)C2(C)CCN2Cc2ccc(C(C)C)cc2)cc1OC (stereo not given)	18µM*
CC1=C(C(=O)N2CCCCCC2)CC(CC(=O)NCCc2ccccn2)C(=O)N1Cc1ccccc1 (stereo not given)	-20%
COc1cccc(C(=O)N(Cc2cc3ccc(C)cc3nc2N(C)C)C2CC2)c1OC	-26%[9.04 µM]
O=C(CC[C@H]1O[C@@H](n2ccc(=O)[nH]c2=O)[C@H](O)[C@@H]1O)N[C@@H](Cc1ccccc1)C(=O)NCC1CCCCC1	7%
Brc1ccc2nc(-c3ccco3)c(Cc3ccsc3)n2c1	?
O=C(CN1Cc2ccccc2OC(c2ccsc2)C1)NCC1OCCc2ccccc21 (stereo not given)	26%[9.04 µM]
C[C@@H]1CN([C@H](C)CO)C(=O)CCCn2nncc2CO[C@@H]1CN(C)C(=O)c1cc(-c2ccccc2)on1	-26%
CC(=O)c1ccc2c3c(ccc([N+](=O)[O-])c13)CC2	1%
COc1cc(C(=O)N2CCCCC2c2cc(C(=O)NCc3cccnc3)no2)cc(OC)c1C (stereo not given)	-26%
CCCCCCN1C[C@H](n2cc(C3CC3)nn2)[C@@H](O)C[C@@H]1c1ccccc1	21µM*
NC(COCc1ccccc1)c1csc(NC(=O)Nc2cccc(C(F)(F)F)c2)n1 (stereo not given)	21µM*
COc1ccccc1CNc1nc(-c2ccccc2CO)c2sccc2n1	?
CCC(C(=O)NC(=O)NC(C)=O)c1ccccc1 (stereo not given)	-11%
CCOc1ccc(-c2noc(-c3csc([C@@H]4O[C@H](CO)[C@H](O)[C@H](O)[C@H]4O)n3)n2)cc1	6%
COc1ccc(C#Cc2ccc(C3=CC(=O)CC(C)(C)C3=O)cc2)cc1	?
Clc1cccc(Cc2c(-c3cccc(Br)c3)nc3c4ccccc4ccn23)c1	-29%
C[C@@H]1CN([C@@H](C)CO)S(=O)(=O)c2ccc(Br)cc2O[C@@H]1CN(C)S(=O)(=O)c1cn(C)cn1	18%
CCC(=O)N1CCCC(C(=O)Nc2nc3ccccc3[nH]2)CC1 (stereo not given)	-5%

An excerpt of these results, comma-delimited.
Molecule,DT40 TDP1 CPT
COc1cc(C(=O)N2CCCCC2c2cc(C(=O)NCc3cccnc3)no2)cc(OC)c1C (stereo not given),-26%
CC1COc2c3ccccc3nn21 (stereo not given),-5%
C[C@@H]1CN([C@@H](C)CO)S(=O)(=O)c2ccc(Br)cc2O[C@@H]1CN(C)S(=O)(=O)c1cn(C)cn1,18%
COc1ccc(NC(=O)C2(C)CCN2Cc2ccc(C(C)C)cc2)cc1OC (stereo not given),18µM*
Cn1c(=O)c2cc(NC(=O)NCCc3cccs3)ccc2n1Cc1cccc(C(F)(F)F)c1,?

Only part of the results is shown (hit frequency here may not be typical).
